Assay outcomes: PubChem, Sanford-Burnham Center for Chemical Genomics
PfG6PD inh – PfG6PD (Plasmodium falciparum) enzyme inhibition; 350,000 compounds, 0.78% hits; PfGluPho enzyme, NADPH resazurin-diaphorase fluorescence; inhibition, % at 20 µM;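 active = inhibition reaching at least a set limit at 20 µM in the primary screen, cut at about 59% in these data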;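 also: 0% = DMSO wells with substrate and 100% = DMSO wells lacking glucose-6-phosphate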
NALP3 yeast inh – inhibitors of NALP3 inflammasome in yeast. Yeast reconstituted NLRP3/ASC/caspase-1, beta-gal luminescence, 24 h. AID 2825. inhibition, % at 10 µM. 330,000 compounds, 0.39% hits;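 active = inhibition of 50% or more; inactive = inhibition below 50%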;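 also: plate controls were induced DMSO wells for no effect and uninduced yeast grown without galactose for full effect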
SENP8 block-1 – blocks the human protease SENP8. purified SENP8, Z-RLRGG-aminoluciferin cleavage, luminescence. inhibition, % at 10 µM. 330,000 compounds, 1.2% hits. AID 2540; in the data active = inhibition above about 50%
Target sequence (Q96LD8 whole entry, looked up): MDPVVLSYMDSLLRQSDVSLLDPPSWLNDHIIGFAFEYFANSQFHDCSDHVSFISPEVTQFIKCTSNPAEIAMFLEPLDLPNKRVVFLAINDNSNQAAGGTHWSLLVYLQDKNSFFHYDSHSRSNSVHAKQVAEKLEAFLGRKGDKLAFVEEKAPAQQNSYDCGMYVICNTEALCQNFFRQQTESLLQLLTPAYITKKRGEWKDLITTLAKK
SENP8 block-2 – inhibitors of human SENP8 protease. Q96LD8. recombinant SENP8, Nedd8 substrate fluorescence. inhibition, % at 20 µM. 360,000 compounds, 0.64% hits. AID 602440; in the data active = inhibition mostly above about 40%, no sharp cut-off; inactive = mostly below about 27%
HKDC1 inh – blocks human hexokinase HKDC1 activity | recombinant HKDC1, G6PDH/diaphorase resazurin coupled fluorescence | 340,000 compounds, 0.16% hits | inhibition, % at 20 µM | AID 493160 | Q2TB90;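 active = inhibition above about 35% when tested at 20 µM, limit read from the data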;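 also: plate controls were DMSO wells with enzyme for no effect and DMSO wells lacking enzyme for full effect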
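Assay system: in-house recombinant HK5 (HKDC1) enzyme. Input: HKDC1 at 5 µg/mL. Medium: Tris pH 8.0 buffer with MgCl2, Tween-20, BSA, BME. Dosing: single 20 µM dose. Schedule: 90 min reaction incubation at room temperature, dark. Signal: resazurin-to-resorufin fluorescence via G6PDH and diaphorase coupling, 525/613 nm. Controls: DMSO-enzyme wells negative, buffer-substituted wells positive.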
SENP7 block – inhibitors of human SENP7 protease. inhibition, % at 5 µM. Q9BQF6. recombinant SENP7, Z-RLRGG-aminoluciferin luminescence, 40 min. 330,000 compounds, 1.5% hits;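 active = inhibition above about 50% at the single test dose, limit read from the data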;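 also: plate controls were DMSO with enzyme for no effect and no enzyme buffer wells for full effect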
Apaf-1 inh – human Apaf-1 inhibition. reconstituted apoptosome caspase-3 activity, DEVD-Rh110 fluorescence. AID 489030. 330,000 compounds, 0.71% hits. inhibition, % at 20 µM; active = inhibition of at least 40% at 20 µM;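 also: plate controls were DMSO wells for no effect and DEVD-CHO caspase inhibitor wells for full effect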
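System: Apoptosome proteins | Medium: Hepes pH 7.5 with detergent and BSA | Also added: Cytochrome c trigger plus (Z-DEVD)2-Rh110 caspase-3 substrate | Incubation: 30 min compound preincubation, 50 min activation, room temperature | Detection: Rhodamine 110 fluorescence at Ex 480/Em 540 nm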
SENP1 FRET inh – inhibitors of human SENP1 SUMO protease catalytic domain | AID 624204 | 360,000 compounds, 0.21% hits | inhibition, % at 10 µM | Q9P0U3 | recombinant SENP1 catalytic domain, CyPet-SUMO1-YPet FRET cleavage;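 active = inhibition at least 30% at 10 µM, raw YFP signal under a set limit, fluorescence ratio 0.5 to 1.5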;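 also: 0% = enzyme with DMSO and 100% = no enzyme wells; some results filed as inactive read as strong as hits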
Target sequence (Q9P0U3 419-644 limits assumed): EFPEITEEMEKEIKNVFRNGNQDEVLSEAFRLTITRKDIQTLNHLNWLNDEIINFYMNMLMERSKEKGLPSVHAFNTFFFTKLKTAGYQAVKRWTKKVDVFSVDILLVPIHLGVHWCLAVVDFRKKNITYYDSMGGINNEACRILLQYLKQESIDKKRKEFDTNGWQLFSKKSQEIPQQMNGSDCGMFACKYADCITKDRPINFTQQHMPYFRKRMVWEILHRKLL
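Controls: no-enzyme wells low, DMSO-plus-enzyme wells high control. Test system: human recombinant His6-tagged SENP1 catalytic domain enzyme. Reagent: SFCypet-SUMO1-SFYpet FRET protein substrate, 25 nM final. Doses: one dose per compound, 10 µM, 0.5% DMSO. Detection: FRET, CFP and YFP emission. Timing: 50 min reaction at room temperature.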
SENP6 inh – SENP6 protease inhibition; Q9GZR1; Recombinant SENP6 catalytic domain, aminoluciferin luminescence; inhibition, % at 10 µM; 330,000 compounds, 1.8% hits;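 active = inhibition above about 50% at the single tested dose, limit read from the data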;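 also: plate controls were DMSO wells with enzyme for no effect and DMSO wells lacking enzyme for full effect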
Target sequence (Q9GZR1 628-1112 limits assumed): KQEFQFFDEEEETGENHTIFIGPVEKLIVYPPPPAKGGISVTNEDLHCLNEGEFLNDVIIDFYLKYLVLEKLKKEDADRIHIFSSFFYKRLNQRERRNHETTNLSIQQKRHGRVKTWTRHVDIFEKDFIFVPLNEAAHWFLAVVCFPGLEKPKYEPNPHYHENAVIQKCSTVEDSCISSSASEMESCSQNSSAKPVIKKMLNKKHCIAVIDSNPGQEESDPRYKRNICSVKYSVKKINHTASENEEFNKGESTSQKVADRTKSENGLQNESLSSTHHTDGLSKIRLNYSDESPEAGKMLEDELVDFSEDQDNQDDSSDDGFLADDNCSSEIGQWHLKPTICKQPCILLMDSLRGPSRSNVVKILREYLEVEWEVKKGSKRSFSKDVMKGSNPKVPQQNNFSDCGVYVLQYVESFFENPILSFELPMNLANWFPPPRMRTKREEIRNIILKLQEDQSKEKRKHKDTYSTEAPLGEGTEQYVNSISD
Active calls of the source: *; · = not tested or not shown.

SMILES | PfG6PD inh | NALP3 yeast inh | SENP8 block-1 | SENP8 block-2 | HKDC1 inh | SENP7 block | Apaf-1 inh | SENP1 FRET inh | SENP6 inh
Cc1cccc(N(Cc2ccccc2)C(=O)CSC(C)C(=O)Nc2cc(C)on2)c1 (stereo not drawn) | -2 | 18 | -4 | 0 | -4 | -10 | 15 | 2 | -13
Cc1ccc(OCCCCc2c(C)n[nH]c2C)cc1 | 6 | 11 | -6 | 5 | 1 | -1 | -2 | 2 | 5
COc1ccc(C)cc1NC(=O)CC(O)(C(F)(F)F)C(F)(F)F | 0 | -23 | 2 | 2 | 1 | 6 | 3 | 2 | -9
COc1ccc(CCNC(=O)C2c3ccccc3C(=O)N2CCC(C)C)cc1OC (stereo not drawn) | 3 | 17 | 0 | 14 | -4 | -7 | 9 | 3 | 13
COc1ccc(/C=C/C(O)=C(\C#N)c2nnc(N3CCOCC3)n2-c2ccccc2)cc1OC | 45 | 8 | -3 | 3 | 7 | -6 | -5 | -11 | -5
COc1ccccc1CNS(=O)(=O)c1ccc(S(=O)(=O)NC2CC2)cc1 | 3 | 16 | 4 | 7 | -6 | -4 | 1 | 0 | -20
CCOC(=O)CC1(C)NC(C(=O)O)C(C)(C)S1 (stereo not drawn) | 0 | · | · | 25 | -3 | · | · | 0 | ·
CC(OC(=O)C1CC1)C(=O)Nc1cc(Cl)cc(Cl)c1 (stereo not drawn) | 0 | 3 | -3 | 2 | -4 | -1 | 7 | 4 | -4
N#Cc1ccc(C23CC4(C2)[C@H](CN(CC2CCCCC2)[C@@H]4c2ccccc2)C3c2ccccc2)cc1 (stereo partly drawn) | -8 | 15 | -5 | 4 | 5 | -4 | 22 | -6 | -25
O=C1NCC(=O)N2CCC[C@@H]12 | 3 | -1 | -10 | 30 | -7 | 1 | -2 | 0 | 2
Cn1c(O)c(N=NC(=S)Nc2ccccc2F)c2cc(S(=O)(=O)N3CCOCC3)ccc21 | -9 | · | · | 36 | 1 | · | · | 5 | ·
O=C(NCC(=O)N(c1cccnc1)C(C(=O)NC1CCCC1)c1ccccc1)c1ccco1 (stereo not drawn) | -2 | 3 | 6 | 0 | 1 | 0 | -11 | 0 | 5
Cc1cc(N)ccc1-n1c(C)ccc1C | 59* | 8 | 6 | -75 | 15 | 7 | 10 | 26 | -2
Cn1nccc1/C=C(/C#N)S(=O)(=O)c1ccccc1 | 2 | -8 | -1 | -21 | -1 | 1 | -1 | -6 | -6
Cc1cccc(NC(=O)C2CCN(S(=O)(=O)c3cccc4nsnc34)CC2)c1 | -12 | 3 | -4 | 29 | -5 | -8 | -12 | 1 | -2
CCOc1cccc(-c2csc(C3COc4ccccc4O3)n2)c1 (stereo not drawn) | -7 | · | · | 17 | -7 | · | · | 0 | ·
Cc1ccc(-c2csc(NC(=O)c3cccc([N+](=O)[O-])c3)n2)cc1 | 7 | 8 | 0 | 48* | -7 | -9 | -7 | 3 | -2
COc1cc(CCC(=O)OCC(=O)N(CC(C)C)C2CCS(=O)(=O)C2)cc(OC)c1OC (stereo not drawn) | 5 | 16 | -1 | 12 | -5 | -1 | -3 | 2 | -3
COc1ccc(CNC(=O)CCCN2C(=O)c3ccccc3C2=O)cc1 | -13 | 10 | 3 | 21 | -8 | 12 | 14 | 3 | 0
COC(=O)c1sccc1NC(=O)CC1C(=O)NCCN1C(=O)Nc1ccc(OCc2ccccc2)cc1 (stereo not drawn) | 16 | 21 | -6 | 11 | 4 | -8 | 4 | -1 | -42
Cc1cccc(C(=O)c2cccc(C)c2)c1 | 13 | -2 | -20 | 9 | -8 | -3 | 7 | 2 | -10
COc1ccc(C2C(C(=O)c3cccs3)=C(O)C(=O)N2c2nncs2)cc1 (stereo not drawn) | -1 | 13 | 3 | 4 | -2 | 5 | -8 | -28 | 26
CC1(C)CC(=O)C(CO)=C(c2cccc3ccccc23)C1=O | -4 | 12 | 1 | 11 | 5 | 6 | 10 | 2 | -8
COc1ccc2c(c1)C(=O)N(c1ccccc1C)C(=O)C2(C)C | -3 | 32 | 5 | -70 | -9 | 5 | -10 | 1 | 16
CCc1cc(CNC(=O)c2ccc(OC3CCN(CCc4ccccc4)CC3)cc2)on1 | 5 | 8 | 2 | 7 | -2 | -5 | -41 | -4 | 17

An excerpt from above in order of the SENP7 block value, largest number first.
SMILES	PfG6PD inh	NALP3 yeast inh	SENP8 block-1	HKDC1 inh	SENP7 block	SENP1 FRET inh	SENP6 inh
N#Cc1ccc(C23CC4(C2)[C@H](CN(CC2CCCCC2)[C@@H]4c2ccccc2)C3c2ccccc2)cc1 (stereo partly drawn)	-8	15	-5	5	-4	-6	-25
Cc1cccc(NC(=O)C2CCN(S(=O)(=O)c3cccc4nsnc34)CC2)c1	-12	3	-4	-5	-8	1	-2
Cc1ccc(-c2csc(NC(=O)c3cccc([N+](=O)[O-])c3)n2)cc1	7	8	0	-7	-9	3	-2

PfG6PD inh, entries above that show a hit
SMILES | PfG6PD inh | NALP3 yeast inh | SENP8 block-1 | HKDC1 inh | SENP7 block | SENP1 FRET inh | SENP6 inh
Cc1cc(N)ccc1-n1c(C)ccc1C | 59* | 8 | 6 | 15 | 7 | 26 | -2

Other entries
SMILES | PfG6PD inh | NALP3 yeast inh | SENP8 block-1 | SENP8 block-2 | HKDC1 inh | SENP7 block | Apaf-1 inh | SENP1 FRET inh | SENP6 inh
COc1ccc(C(=O)N2CCN(C(=O)c3cc(OC)c(OC)c(OC)c3)CC2)cc1 | -2 | 8 | -9 | 24 | -10 | -7 | 0 | 1 | 6
O=C(Nc1ccncc1)Nc1ccc(Br)cc1Cl | 12 | 16 | -7 | 16 | 3 | 4 | 3 | 0 | -5
Cc1ccccc1OCC(=O)NCCCNC(=O)c1ccccn1 | -1 | 6 | 1 | 20 | 4 | -7 | -3 | 0 | 12
CN(C)c1nc(-c2ccc([N+](=O)[O-])cc2)cs1 | -5 | 10 | 21 | 40 | 2 | 45 | -15 | 46* | 36
Cn1cccc1CC(=O)N/N=C/C=C/c1ccco1 | 48 | 7 | -2 | -3 | 7 | -4 | -4 | 20 | -8
CC(C)CNS(=O)(=O)c1ccc(C(=O)Nc2ccc3c(c2)OCCO3)cc1 | 6 | 10 | -9 | 13 | 0 | -11 | 2 | 1 | -11
COCCCn1c(C(=O)N2CC(C)OC(C)C2)cc2c(=O)n3cccc(C)c3nc21 (stereo not drawn) | -8 | 1 | 1 | -407 | -1 | 6 | 2 | -16 | -1
COc1ccc(NC(=O)CCNS(=O)(=O)c2cccc3nonc23)c(OC)c1 | 8 | 11 | -7 | -7 | -4 | 3 | 4 | 2 | -35
c1cncc(-c2nnc3sc(C4CCCCC4)nn23)c1 | -7 | -23 | -1 | 12 | -1 | 4 | 1 | 0 | 11
CC(=O)C1=C(O)C(=O)N(c2nccs2)C1c1ccc(F)cc1 (stereo not drawn) | 3 | 16 | -9 | -266 | -4 | -5 | -2 | -57 | -2
COc1ccc(CN(Cc2cc3cccc(C)c3n3nnnc23)C(=O)N2CCOCC2)cc1 | -1 | 22 | -6 | -8 | -8 | -5 | 11 | -8 | -10
COCCNC(=O)c1cc2c(=O)n3cccc(C)c3nc2n(Cc2ccncc2)c1=N | 11 | -5 | 4 | -318 | 8 | -1 | -14 | -20 | 14
Cc1cccc(CSCCNC(=O)Nc2ccccc2)c1 | -5 | 25 | 3 | 23 | 5 | -4 | 10 | 0 | 12
O=C(Nc1ccc(Cl)c([N+](=O)[O-])c1)C(NCCCO)c1ccccc1 (stereo not drawn) | 3 | -1 | -17 | -4 | -12 | 1 | 3 | -46 | -4
CC(C)C(NC(=O)c1ccccc1F)C(=O)NCCCn1ccnc1 (stereo not drawn) | 4 | 7 | 0 | 1 | -1 | 7 | 6 | -2 | 6
O=C(Nc1ccn([C@H]2CC[C@@H](CO)O2)c(=O)n1)c1ccccc1 | -18 | 15 | 3 | 10 | -2 | 7 | -11 | 3 | -2
CC1CCN(c2nc(NCc3ccco3)nc(N)c2[N+](=O)[O-])CC1 | -12 | 48 | 8 | 23 | 1 | 1 | 7 | -1 | 5
COC(=O)c1ccc(OC)c(CSc2nnc(-c3ccc(C(C)(C)C)cc3)o2)c1 | 24 | 9 | 4 | · | 3 | 1 | 27 | · | -8
Cn1cc([N+](=O)[O-])c(C(=O)Nc2nccs2)n1 | -7 | -1 | -2 | 12 | -8 | 5 | -9 | 3 | -1
N/C(=N\OC(=O)c1cccc(F)c1)c1ccccc1 | -10 | 27 | 77* | 13 | 1 | 95* | 15 | 1 | 91*
CCOC(=O)c1c(C)nc2sc3c(=O)n(-c4ccc(C(C)=O)cc4)cnc3c2c1-c1ccc(OC)cc1 | -21 | 16 | 3 | -206 | -3 | 2 | 16 | 0 | -36
O=C(/C=C/c1ccccc1)Nc1cc(S(=O)(=O)N2CCOCC2)ccc1N1CCCC1 | 9 | 9 | 1 | 8 | -9 | -4 | -2 | -6 | 12
O=C(O)C1CCCCC1C(=O)NCCCN1CCOCC1 (stereo not drawn) | -4 | 3 | 4 | 17 | -4 | 8 | -5 | -1 | -13
Cc1ccc(NC(=O)CCCn2nc(C)c3c(C)n(-c4ccccc4)nc3c2=O)c(Cl)c1 | 27 | 4 | 2 | 15 | -1 | -4 | 9 | 1 | 0
O=c1oc2ccccc2c2c1C(O)CO2 (stereo not drawn) | -1 | 22 | 2 | 19 | -3 | -4 | 1 | 1 | -14
Further entries:
SMILES | PfG6PD inh | NALP3 yeast inh | SENP8 block-1 | SENP8 block-2 | HKDC1 inh | SENP7 block | Apaf-1 inh | SENP1 FRET inh | SENP6 inh
FC(F)(F)c1cc(N2CCOCC2)nc(-c2ccccc2)n1 | 13 | 12 | 0 | -30 | -11 | -2 | 5 | 1 | -17
NS(=O)(=O)OCCCCCc1ccccc1 | 1 | 24 | -9 | 8 | -4 | -4 | -1 | 0 | -3
O=C(Nc1ccc(Br)c(C(F)(F)F)c1)c1ccc(C(F)(F)F)cc1 | 43 | 1 | -1 | 0 | 1 | 6 | -5 | 1 | -16
Cc1ccc([C@@H]2[C@@H]3C(=O)N(C)C(=O)[C@@H]3[C@]3(Cc4ccccc4)C(=O)N(Cc4ccccn4)CC(=O)N23)o1 | 6 | 19 | -9 | 10 | -4 | 7 | -6 | -4 | -11
CC(C)[C@H]1CN(C)CCN1Cc1cn(C)nc1-c1cccc(Cl)c1 | 8 | 6 | -5 | 14 | 3 | 3 | 1 | 0 | 5
Cc1ccc(Cn2c(C(C)Nc3nc(-c4ccc(Cl)c([N+](=O)[O-])c4)cs3)nc3cc(C(F)(F)F)ccc32)cc1 (stereo not drawn) | 27 | -3 | -11 | 23 | 1 | -9 | 15 | 2 | -7
CCOc1cc(C(c2c(C)[nH][nH]c2=O)c2c(C)[nH][nH]c2=O)cc([N+](=O)[O-])c1O | 6 | -57 | -6 | 26 | 4 | 0 | 6 | 2 | -5
CCc1ccc(C(=O)Cn2ncc(Cl)c(Cl)c2=O)cc1 | -6 | -13 | -22 | 12 | 10 | -19 | 23 | 3 | 1
CCOc1ccccc1CNCC1CCCO1 (stereo not drawn) | -1 | 7 | 4 | -1 | -8 | 5 | 4 | 0 | -1
